Compound activity (PubChem)
NR2E3 ag-1: activates human NR2E3 receptor | Q9Y5X4 | CHO-S Gal4-NCOR/VP16-NR2E3 two-hybrid, luciferase | inhibition of corepressor binding, % at 3.98 µM | actives 0.35% (n = 360,000) | AID 602229;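 active = inhibition above the mean of all tested compounds plus 3 SD, cut at about 70% in these data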;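 also: 0% = DMSO with NR2E3 transfected cells and 100% = cells lacking NR2E3 construct; higher means lower luciferase signal from less NR2E3 corepressor binding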
Target sequence (Q9Y5X4 whole entry, looked up, the tested form may be a part): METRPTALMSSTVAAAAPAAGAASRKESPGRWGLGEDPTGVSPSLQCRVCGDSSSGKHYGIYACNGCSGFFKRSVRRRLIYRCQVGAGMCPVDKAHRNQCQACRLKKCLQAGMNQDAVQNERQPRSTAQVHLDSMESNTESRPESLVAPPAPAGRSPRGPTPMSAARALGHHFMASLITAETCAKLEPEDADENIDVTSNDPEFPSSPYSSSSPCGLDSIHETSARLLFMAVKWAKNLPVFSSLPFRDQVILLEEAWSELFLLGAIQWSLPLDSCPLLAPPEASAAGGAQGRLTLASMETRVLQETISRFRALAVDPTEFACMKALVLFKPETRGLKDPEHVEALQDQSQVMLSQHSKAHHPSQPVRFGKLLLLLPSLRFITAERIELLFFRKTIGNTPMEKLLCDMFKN
MITF TRPM1 inh: MITF TRPM1 promoter inhibition in SK-MEL-5 cells | SK-MEL-5 TRPM1 promoter luciferase, 24 h | inhibition, % at 12.5 µM | actives 0.83% (n = 330,000);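 active = mean inhibition across replicates of 60% or more, whatever share of single replicates reaches that level; inconclusive = some that reach 60%, reason not given; inactive = mean inhibition across replicates below 60%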; also: values of inactives mirror those of a sister screen read the other way
PDI inh: blocks human protein disulfide isomerase activity. P07237. PDI insulin aggregation turbidity, A650, 90 min. inhibition, % at 10 µM. actives 0.052% (n = 350,000). AID 588391;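 active = mean inhibition across replicates of 30% or more, whatever share of single replicates reach that level; inconclusive = mean inhibition below 30% while every single replicate reaches 30%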;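 also: absorbance from insulin aggregation driven by PDI reduction with DTT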
Target sequence (P07237 whole entry, looked up): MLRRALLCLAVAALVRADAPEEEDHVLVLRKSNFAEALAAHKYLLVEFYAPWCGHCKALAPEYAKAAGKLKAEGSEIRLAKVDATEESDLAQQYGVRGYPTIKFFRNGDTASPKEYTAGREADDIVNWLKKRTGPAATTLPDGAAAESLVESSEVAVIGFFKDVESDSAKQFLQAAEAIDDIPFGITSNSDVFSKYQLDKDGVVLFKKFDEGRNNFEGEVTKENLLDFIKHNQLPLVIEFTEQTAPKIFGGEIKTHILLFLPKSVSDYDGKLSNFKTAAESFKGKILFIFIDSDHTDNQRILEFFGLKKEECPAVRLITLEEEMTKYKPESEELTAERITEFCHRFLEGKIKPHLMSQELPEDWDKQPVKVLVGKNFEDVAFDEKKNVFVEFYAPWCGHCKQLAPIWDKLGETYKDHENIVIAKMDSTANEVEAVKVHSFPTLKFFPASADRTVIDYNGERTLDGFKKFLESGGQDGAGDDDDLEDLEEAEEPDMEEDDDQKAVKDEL
Vif imaging: HIV Vif inhibition. HEK293T cells, Vif self-association by quenched fluorescence, imaging, 24 h. inhibition, % at 7.49 µM. actives 0.35% (n = 340,000). AID 602346; in the data active = inhibition above about 50%, passing the limit was not always enough; inconclusive = no clear call, values can overlap the other calls; inactive = below about 31%; also: some results filed as inactive read as strong as hits
CaV13 FRET inh: Disruptors of the CACNA1D IQ motif to Ca2+-dependent inactivation inhibitor domain association, primary screening, Förster resonance energy transfer in intact living … | inhibition, % at 12.3 µM | AID 743397 | actives 0.098% (n = 340,000) | HEK cells, CFP/YFP FRET ICDI-IQ, plate reader, 10 min; percent FRET-ratio fall versus neutral wells;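 active = mean replicate inhibition of at least 30% and at least 1% of replicates passing that level; inconclusive = only one of the two criteria is met; inactive = neither criterion is met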;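 also: 0% = median of the neutral control wells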
CF NFkB inh: blocks PAF-induced NF-kB reporter in cystic fibrosis cells; KKLEB NF-kB-GFP reporter, GFP fluorescence overnight; inhibition, % at 5 µM; actives 0.86% (n = 360,000); AID 588850;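 active = at least 50% inhibition at 5 µM, scaled per plate between neutral and stimulator controls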;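 also: PAF is a Pseudomonas aeruginosa culture filtrate used as stimulus; plate controls were PAF-stimulated DMSO wells for no effect and unstimulated DMSO wells for full effect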
HIF-2a inh: HIF-2a inhibition | 786-0 RCC cells HIF-2a reporter, luciferase luminescence, overnight | inhibition, % at 18.8 µM | actives 0.72% (n = 360,000);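 active = inhibition of the luminescence signal of 40% or more relative to plate controls, in a single-dose primary screen at 18.75 µM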
Shn3 3UTR inh: Schnurri-3 reporter inhibition in Clone20 osteoblasts. actives 0.52% (n = 360,000). Clone20 osteoblast Shn3 3'UTR firefly luciferase, 24 h. inhibition, % at 12.5 µM;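 active = mean inhibition of at least 75% with every replicate also reaching 75%; inconclusive = mean inhibition at least 75% but some replicate below; inactive = mean inhibition below 75%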;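 also: 0% = median of neutral control wells and 100% = pilot-screen positive control compound; some compounds past the cut are filed as inactive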
Peg3 prom inh: inhibitors of Peg3 promoter | actives 1.7% (n = 360,000) | inhibition, % at 20 µM | HeLa PEG-Prom luciferase reporter, luminescence, overnight;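 active = inhibition of at least 50% at 20 µM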
NR2E3 ag-2: agonists of human nuclear receptor NR2E3; Q9Y5X4; GST-NR2E3/biotin-RetCOR TR-FRET, 1536-well; inhibition of corepressor binding, % at 4.78 µM; actives 0.12% (n = 320,000); AID 2300;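 active = percent inhibition above the cutoff of mean plus 3 SD of all tested compounds, set per screening campaign, cut at about 20% in these data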;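 also: 0% = DMSO wells and 100% = biotin wells as full block of FRET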
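Test system – NR2E3–RetCOR corepressor complex · Quantity – NR2E3 fusion 1.35 nM · Buffer or medium – Tris pH 7.5 · Incubation – Compound–protein incubation for 5 h at 4 °C · Technique – TR-FRET, Eu(K)-anti-GST donor, streptavidin-D2 acceptor, ex 340, em 617/671 nm · Evaluation – percent inhibition of 671/617 nm emission ratio versus biotin and DMSO controls · Plate – 1536-well format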
KKLEB tox: counter-screen for CF NF-kB inhibitors: cytotoxicity. KKLEB CF airway cells viability, ATPlite luminescence, overnight; active compounds read low; cells stimulated with P. aeruginosa culture filtrate. activity change (cytotoxicity), % at 5 µM. actives 0.36% (n = 360,000);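 active = corrected activity change at or below -50% at 5 µM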
Starred values were filed as active, the others as inactive; ? = inconclusive; / = not tested or not shown.

SMILES	NR2E3 ag-1	MITF TRPM1 inh	PDI inh	Vif imaging	CaV13 FRET inh	CF NFkB inh	HIF-2a inh	Shn3 3UTR inh	Peg3 prom inh	NR2E3 ag-2	KKLEB tox
COC(=O)C1=C(C)N(c2ccc(OC)cc2)C(C)=C(C(=O)OC)C1c1ccc(OC)cc1	7	/	-14	/	-5	1	8	-9	20	-1	1
C#CCN1C(=O)S/C(=C\c2ccc(N3CCOCC3)cc2C)C1=O	-48	-66	0	-4	-4	-21	-231	-41	-235	-1	19
Cc1ccc(Cl)cc1NC(=O)C1CCCCC1C(=O)O (stereo unspecified)	-5	-7	-3	0	-6	-5	20	-1	17	3	8
CCN(CC(=O)Nc1ccccc1C(F)(F)F)C(=O)c1ccc(NC(=O)c2cccs2)cc1	-6	/	2	10	-6	0	-9	21	1	/	0
Cc1cc(/C=N/n2cnnc2)c(C)n1-c1ccc(OCc2ccccc2F)cc1	66	-1	0	-12	-7	30	-49	62	-48	4	-36
COc1ccc(/C=N/Nc2cc(C)nc3c(C)cccc23)cc1	-4	79*	9	-3	-11	-58	-14	-4	111*	2	-5
CCN(C(=O)Cn1c(=O)oc2ccccc21)c1ccc(C)c(C)c1	-2	1	16	1	-3	-4	7	17	-31	0	6
O=C(OCc1ccc(Cl)cc1Cl)c1ccncc1	-7	-9	0	0	-5	4	-3	-2	15	2	-4
O=C(Nc1ccccc1N1CCOCC1)c1ccc2nc[nH]c2c1	-30	0	4	-3	-2	10	-31	-16	28	/	1
COC(=O)c1ccc(C(=O)OC)c(NC(=S)N2CCN(c3cc(Cl)ccc3C)CC2)c1	1	2	-11	0	-7	0	8	12	18	1	-4
CC(=O)CCSc1nnc(-c2cccc(S(=O)(=O)N3CCOCC3)c2)o1	-26	2	-6	?	-5	-22	-6	-23	1	0	28
CCN(CC)CCNC(=O)C1(c2ccccc2)CCCCC1	-17	-12	-3	5	-11	14	12	3	4	/	7
COc1ccc(NC(=O)CN(c2cc(C)cc(C)c2)S(=O)(=O)c2c(C)n[nH]c2C)cc1	-1	-10	-1	15	20	-11	8	15	1	3	-5
COc1ccc(-n2nc3c(c2NC(=O)CCCl)CSC3)cc1	2	13	5	-4	-4	-9	12	-11	4	/	5
Cc1ccn(CC(=O)NC2CC(C)(C)Cc3c2cnn3-c2ccc(F)cc2)n1 (stereo unspecified)	-70	-53	5	-4	/	-4	-135	-34	-82	4	12
CSc1ccc(NC(=O)c2cccnc2)cc1C#N	-15	-24	2	-5	-7	-2	-90	-13	-34	-2	14
CCCCc1ccc(S(=O)(=O)N/N=C(/C)c2ccncc2)cc1	86*	2	2	-22	-8	-8	8	76	3	-1	7
C#Cc1ccc([C@H]2C=C(C(=O)N3CCN(Cc4ccc5c(c4)OCO5)CC3)O[C@@H](OCC)[C@@H]2CCCO)cc1	8	-2	13	-3	-11	6	26	9	14	3	-20
Cc1nnc(NC(=O)CSc2nnc(C)n2Cc2ccccc2)s1	-25	-2	1	9	-5	21	15	0	-6	-2	-27
c1ccc2c(N3CCOCC3)nc(-c3ccncc3)nc2c1	24	0	-8	6	/	16	21	7	6	3	-13

Some of these compounds in order of the Shn3 3UTR inh value, highest first.
Molecule,Shn3 3UTR inh
C#Cc1ccc([C@H]2C=C(C(=O)N3CCN(Cc4ccc5c(c4)OCO5)CC3)O[C@@H](OCC)[C@@H]2CCCO)cc1,9
c1ccc2c(N3CCOCC3)nc(-c3ccncc3)nc2c1,7
Cc1ccn(CC(=O)NC2CC(C)(C)Cc3c2cnn3-c2ccc(F)cc2)n1 (stereo unspecified),-34

Other structures.
SMILES	NR2E3 ag-1	MITF TRPM1 inh	PDI inh	Vif imaging	CaV13 FRET inh	CF NFkB inh	HIF-2a inh	Shn3 3UTR inh	Peg3 prom inh	NR2E3 ag-2	KKLEB tox
O=C(NCc1ccccc1Cl)C1CCN(C(=O)c2ccc(F)cc2)CC1	6	/	0	/	-11	24	2	-9	1	/	-22
O=C(/C=C/c1cccc(F)c1)OCC(=O)c1ccc[nH]1	-32	-31	0	-2	-4	-23	-77	-5	-113	/	9
CCc1ccc(Nc2nnc(SCC(=O)Nc3sccc3C(N)=O)s2)cc1	-13	-14	-2	-6	-6	-4	-139	0	-108	5	-2
Nc1cc(C(=O)c2ccccc2)ccc1[N+](=O)[O-]	-17	-9	0	6	-8	0	-27	10	-9	4	-5
COc1ccc(CN2CC(C(=O)NCCCOC(C)C)CC2=O)cc1 (stereo unspecified)	-34	10	-2	-3	/	4	15	0	11	5	7
Cn1c(=O)cc(C(=O)N/N=C/c2ccc(Cl)cc2)[nH]c1=O	-19	/	12	0	-16	-4	17	15	-3	3	1
O=C(CN1C(=O)NC2(CCCCC2)C1=O)Nc1cc(C(F)(F)F)ccc1N1CCOCC1	-8	2	-7	2	-3	29	-8	3	7	/	-11
CC(=O)Nc1cnn(Cc2ccc(Br)cc2)c1	-17	10	-3	2	/	21	9	-24	20	-2	-1
COc1ccc(/C=C/C(=O)O)cc1COc1cccc(C)c1	13	2	0	15	-18	6	15	2	3	-1	3
CCOC(=O)N1CCC(N2C(=O)c3ccc(C(=O)NCc4ccco4)cc3C2=O)CC1	-23	/	/	6	-7	5	5	1	-5	4	-5
Cc1cc(C)c(C(N)=O)c(SCC(=O)c2cc(C)n(-c3cc(C)on3)c2C)n1	41	17	0	-4	-2	12	6	90*	-1	/	19
Cc1ccccc1COCCN1CCN(S(=O)(=O)c2ccccc2)CCC1=O	-13	-8	-1	-4	-13	11	16	34	-1	2	-2
CCOC(=O)CSc1nc2c(c(=O)[nH]c(=O)n2C)n1C/C=C(/C)Cl	13	17	-7	23	-10	-12	-21	-52	-2	0	3
Cc1ccc(N=C2NC(=O)C(CO)(CO)S2)cc1	-31	3	-2	3	-4	-1	3	-8	-3	4	9
CC1Cc2cc(/C(O)=C3/C(=O)C(=O)N(CCCn4ccnc4)C3c3cccc([N+](=O)[O-])c3)ccc2O1 (stereo unspecified)	1	-10	-6	-6	-3	-5	4	-2	9	-1	0
CCOC(=O)N1CCN(c2ncnc3scc(-c4ccccc4)c23)CC1	-23	4	0	-16	-4	18	10	41	27	3	8
COc1cc(C(=O)Nc2cccc(C)c2C)c(Br)c(OC)c1OC	-28	3	2	6	-3	-10	8	-11	-8	1	3
COc1ccccc1NS(=O)(=O)c1cccc(C(=O)NCC(c2cccs2)N(C)C)c1 (stereo unspecified)	-12	-8	-6	0	-6	-1	1	-5	-3	/	9
Cc1nnc(NC(=O)C2CCN(S(=O)(=O)c3ccc(F)c(Cl)c3)CC2)o1	-1	1	1	-4	-14	26	13	-4	1	/	8
CC(C)CCN(CCC(C)C)C(=O)Cc1c(O)c2ccccc2[nH]c1=O	2	-2	-8	12	-3	14	8	/	-3	3	-7
CCCCn1nnc(NC(=O)c2ccco2)n1	-29	-25	3	-16	/	-18	-71	-53	-66	1	5
COc1ccc(OC)c(NC(=O)CSC2=C(C#N)C(c3ccco3)C3=C(CCCC3=O)N2)c1 (stereo unspecified)	11	-9	-1	-8	/	3	27	8	16	4	3
CCNc1nc(NCC)nc(OCCOC(=O)c2ccccc2)n1	-30	5	-5	2	/	18	-31	9	0	-3	-4
CCOC(=O)C1=C(CN2CCN(C(=O)c3ccco3)CC2)NC(=O)NC1c1ccc(Cl)cc1 (stereo unspecified)	17	1	-4	-9	-2	3	14	16	22	-2	1
CCCC[C@@]1(C2CCCC2)Cc2cc(OCC(=O)O)c(Cl)c(Cl)c2C1=O	7	-1	7	-3	-5	-7	-3	-66	13	3	22
O=C(O)CCc1ccc(-c2ccccc2)n1NC(=O)c1cccs1	-6	-4	3	11	-14	-6	3	-6	0	2	12
COCCCNC(=O)CC(NS(=O)(=O)c1ccc(OC)cc1)c1ccc(OC)cc1 (stereo unspecified)	-4	-3	0	-1	/	-1	11	3	4	-2	4
CCCN(CCC)CCNc1c(N2CCN(C(=O)OCC)CC2)c(=O)c1=O	10	-5	-5	-1	-7	6	-6	3	-8	-2	-8
O=C(c1ccc(F)cc1)C1CCN(C(=O)Nc2ccc(F)cc2F)CC1	-28	1	-1	8	-2	-10	-11	-4	16	2	-2
O=C(NOC(=O)c1ccccc1Cl)c1cccs1	-6	1	-5	-17	-5	-4	-14	-6	13	-3	-1
CN(C)C(CNC(=O)C1CC(=O)N(Cc2ccccc2)C1)c1ccccc1 (stereo unspecified)	-1	-11	-7	/	-17	2	-7	-11	-2	0	3
COc1ccc(NC(=O)CC(C(=O)O)N2CCCCC2)cc1 (stereo unspecified)	-17	4	13	9	-5	2	17	-11	-3	-1	12
COc1cc(OC)cc(C(=O)NC2CC3CCC(C2)N3Cc2ccco2)c1 (stereo unspecified)	0	-1	-5	-3	/	-4	20	12	17	/	-4
Cc1ccc(-c2csc(SCC(=O)c3c(N)n(C4CC4)c(=O)[nH]c3=O)n2)cc1	1	6	-8	0	-6	-8	-2	-8	-7	/	8
O=S(Cc1ccccc1)c1ccccc1 (stereo unspecified)	11	-9	3	0	-5	-15	-17	8	-12	/	14
CC1=C(C(=O)OCCC(C)C)C(c2ccc3c(c2)OCO3)NC(=O)N1 (stereo unspecified)	2	4	-11	-10	-5	-6	22	15	17	/	4
COc1ccc(NC(=O)/C(=C\c2ccncc2)NC(=O)c2ccccc2)cc1	-24	-7	-1	22	-6	-11	10	-8	13	-2	4
Cc1ccc(SCC2=NNC(=O)C2)cc1	-3	-3	9	12	-6	0	14	21	3	3	-9
CC(NCc1ccccc1O)c1ccccc1 (stereo unspecified)	-5	-3	-5	2	20	13	6	-1	7	1	-17
CCOC(=O)c1cc(C#N)c(Nc2ccccc2OC)nc1C(F)(F)F	-2	-8	-3	-7	-19	3	0	-4	14	3	-6
CN(C)c1ccc(N2C(=NC(=O)CC3CCCCC3)SC3CS(=O)(=O)CC32)cc1 (stereo unspecified)	-10	4	-7	8	-4	-2	13	1	3	0	-4
CCOC(=O)c1ccc(NC(=O)CSc2nnc(CC)o2)cc1	3	-12	-2	5	-7	-13	-37	8	-27	6	-8
O=C(NCc1ccco1)c1ccc(OCC2CCCO2)cc1 (stereo unspecified)	-11	-10	1	-8	-6	-20	-58	-16	-39	-1	-28
COc1ccc(-c2cc(C(=O)Nc3cccnc3Cl)no2)cc1	-9	-41	3	-6	-8	8	-21	-60	-108	4	8
Cc1cc(C)n(CC(O)COc2ccc(C(C)(C)C)cc2)n1 (stereo unspecified)	-13	-19	8	-11	-3	-2	-17	-9	-29	0	-4
O=C(Nc1ccc2oc(-c3cccnc3)nc2c1)c1cccnc1	-3	-13	-2	1	-5	7	-16	13	-33	6	-19

Rows were taken by chance; any-hit rate near 3.3%.
